Source: PubChem BioAssay
mcGAS RapidFire – inhibitors of mouse cGAS; 130,000 compounds, 0.18% hits; AID 1259397; inhibition, % at 12.5 µM; Q8C6L5; recombinant mouse cGAS, cGAMP by RapidFire MS;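 active means inhibition of cGAS enzyme activity at or above 60%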;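 further: enzyme stimulated by 45 bp dsDNA with ATP and GTP substrates; cGAMP share of summed cGAMP plus half ATP and half GTP signals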
Target sequence (Q8C6L5 whole entry, looked up): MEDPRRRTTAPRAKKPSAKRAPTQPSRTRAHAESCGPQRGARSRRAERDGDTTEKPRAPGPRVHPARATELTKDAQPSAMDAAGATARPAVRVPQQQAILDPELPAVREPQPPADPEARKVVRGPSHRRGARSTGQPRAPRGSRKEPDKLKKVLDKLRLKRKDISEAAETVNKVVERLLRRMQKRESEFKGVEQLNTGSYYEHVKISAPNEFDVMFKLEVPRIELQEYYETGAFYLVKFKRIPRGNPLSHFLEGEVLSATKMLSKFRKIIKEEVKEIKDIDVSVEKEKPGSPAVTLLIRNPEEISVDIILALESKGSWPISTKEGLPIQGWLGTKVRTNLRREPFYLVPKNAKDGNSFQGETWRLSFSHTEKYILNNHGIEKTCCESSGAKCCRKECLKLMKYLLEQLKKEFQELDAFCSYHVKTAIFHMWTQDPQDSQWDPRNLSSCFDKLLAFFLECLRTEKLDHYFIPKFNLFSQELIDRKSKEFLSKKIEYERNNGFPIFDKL
The depositor's hits bear a star; & = joins results of further samples. A portion of the library; count on the stated rates, not on these rows.

SMILES | mcGAS RapidFire
O=C(N1CCCC(O)(CO)CC1)C1(c2ccccc2)CCCCC1 (centres undefined) | -4
O=C(NN=C1CCCCC1)NC1CCCCC1 | -9
CC=CCn1c(=O)c2c(nc3oc(-c4ccccc4)cn32)n(C)c1=O | -11
Cc1nc(-c2cccs2)sc1C(=O)N1CCN(CC(=O)N2CCCC2)CC1 | 2
CC(C)c1ccc(CC(=O)N2CCC2(C)C(=O)NCc2cccc3ccccc23)cc1 (centres undefined) | -9
CCOc1ccc(NS(=O)(=O)c2ccc(S(C)(=O)=O)cc2)cc1OCC | -7
Cn1c(=O)[nH]c(=O)c2c1nc(N1CCN(Cc3ccc(F)cc3)CC1)n2Cc1ccccc1 | -1
CC(C)(C)N(CC1CCCCC1=O)C(=O)OCc1ccccc1 (centres undefined) | -7
COc1cccc(CNCc2c(C)nn(-c3ccc(F)cc3)c2C)c1 | 3
CCn1ccnc1CN1CCC(CO)(Cc2cccc(OC)c2)CC1 | -9
O=C1C2CCCOC2C1(c1ccccc1)c1ccccc1 (centres undefined) | 1
Cc1ccc(-n2ccnc2SCc2cc(=O)n3nc(C)sc3n2)c(C)c1 | 1
Cc1nnc(NC(=O)c2cc3c(C)nn(CC(C)C)c3s2)s1 | -2
CN(Cc1ccco1)C(=O)c1ccccc1N1CCC(N)CC1 | -6
CCC(C)CN(C)c1ccc(F)cc1CNCc1nncn1CC (centres undefined) | -11
NC(=O)NCc1cn(C2CCN(Cc3ccc(Cl)cc3Cl)CC2)nn1 | 5
O=C1NCC2(CCCN(C(=O)CCc3c[nH]c4ccccc34)CC2)O1 (centres undefined) | -14
O=C(COC(=O)C=Cc1ccc2c(c1)OCO2)NC1CCCCC1 | -4
O=C(O)c1cn(Cc2ccccc2)nc1OCc1ccccc1 | -5
Cc1cc(C)c(S(=O)(=O)NC2CC(C)(C)NC(C)(C)C2)c(C)c1 | -5
CCOc1ccc(C(=O)N[C@H](C(=O)NCc2cccc(Cl)c2)C(C)C)cc1 | -2
CCCN(C)CC1CCN(S(=O)(=O)Cc2cccc(C#N)c2)C1 (centres undefined) | -52
Cc1ccc(-n2c(SCC(=O)N3CCNC3=O)nc3sc4c(c3c2=O)CCC4)c(C)c1 | 3
CCNc1ncc(C(=O)N(CC#Cc2ccccc2)C2CCCC2)cn1 | -12
CSc1ccc(CN2CCC2(C)C(=O)NCCc2ccccn2)cc1 (centres undefined) | -3
Cc1nn(C)c(C)c1S(=O)(=O)N1CCCC(CO)(Cc2ccccc2)C1 (centres undefined) | -9
CCc1c2cc(OC)c(OC)cc2cc(=O)n1N | -7
Cc1cccn2c(=O)nc(SCC(=O)Nc3ccc(Br)cc3)nc12 | -8
CCN(CC1CCCN(CCc2cccc(F)c2)C1)C(=O)C1=NN(C)C(=O)CC1 (centres undefined) | -5
O=C(NNC(=O)C1CC(=O)N(C2CC2)C1)c1ccccn1 (centres undefined) | 6
O=c1cc(CSc2nnc(NC3CC3)s2)nc2sccn12 | -7
CCc1noc(C)c1C(=O)N1CC(C)OC(C)C1 (centres undefined) | -11
CC(C(=O)NC1=NCCS1)N1C(=O)c2ccccc2S1(=O)=O (centres undefined) | -8
O=C(Nc1cccc2c1CCCC2)N1CCN(C(=O)C2CCS(=O)(=O)C2)CC1 (centres undefined) | 27
O=C(OCc1ccccc1F)c1ccc(Cl)c(S(=O)(=O)N2CCCCC2)c1 | -5
CC1(C)COC(c2cccn2Cc2ccc(F)cc2)=N1 | -7
O=C1CC(c2ccc3c(c2)OC(F)(F)O3)c2cn[nH]c2N1 (centres undefined) | -12
Cc1ccc(S(=O)(=O)NCCSCc2ccc(Cl)cc2)cc1[N+](=O)[O-] | -6
COc1ccc(OC)c(C=CC(=O)N2CC=C(c3ccccc3)CC2)c1 | -6
O=c1[nH]c(CSc2ccccn2)nc2c1oc1ccccc12 | 7
Cc1sc2ncn(Cc3ccccc3C#N)c(=O)c2c1-c1ccccc1 | -17
C[C@@H](C(=O)N1C[C@H]2C[C@H](O)[C@H](O)C[C@H]2C1)c1ccccc1 | -22
Cc1noc(C)c1COc1cc2ccccc2cc1C(=O)NCC1CCOC1 (centres undefined) | -7&-5
O=C(Nc1ccc(N2CCOCC2)c2nonc12)c1cc2c(s1)CCCC2 | 4
O=C(Oc1ccc2sc(=O)oc2c1)c1cccs1 | -5
CC1=C(C(=O)N(Cc2ccsc2)CC(C)C)C(C)NC(=O)N1 (centres undefined) | -12
O=C(CCCc1ccc2[nH]c(=O)[nH]c2c1)N1CCC(N2CC=CC2)CC1 | 1
COc1ccc(N2CCN(C(=O)c3cc(=O)c(OCc4ccc(F)cc4)c[nH]3)CC2)cc1 | -8

Random excerpt: five entries already listed, in no set order.
SMILES | mcGAS RapidFire
CN(Cc1ccco1)C(=O)c1ccccc1N1CCC(N)CC1 | -6
O=C(OCc1ccccc1F)c1ccc(Cl)c(S(=O)(=O)N2CCCCC2)c1 | -5
O=C(O)c1cn(Cc2ccccc2)nc1OCc1ccccc1 | -5
COc1ccc(OC)c(C=CC(=O)N2CC=C(c3ccccc3)CC2)c1 | -6
CSc1ccc(CN2CCC2(C)C(=O)NCCc2ccccn2)cc1 (centres undefined) | -3

Additional results follow:
SMILES | mcGAS RapidFire
CC1(C)C2CC=C(C=Nn3cnc4ccccc4c3=O)C1C2 (centres undefined) | -3
CC(Cc1ccsc1)NC(=O)N1CCc2ccccc2C1 (centres undefined) | -7
CC(O)CN1CCN(Cc2nnnn2C2CC2)CC1C (centres undefined) | 6
CNS(=O)(=O)c1ccc(CN2CC[C@@H](c3ccc(F)cc3)[C@H](O)C2)cc1 | -26
COc1ccc(C2SCCN2S(=O)(=O)c2ccc(Br)cc2)cc1OC (centres undefined) | -4
CCCc1noc(CSC(C)c2ccccc2Cl)n1 (centres undefined) | 4
CCOc1ccc(C(=O)N2CC3(CCNCC3)CC2C(=O)O)cc1OCC (centres undefined) | -18
CCc1cccc(NC(=O)C(=O)Nc2cnn(CC(=O)N(C)C)c2)c1 | 1
CC(C)C(=O)N1CCC1(C)C(=O)NS(=O)(=O)c1cccs1 (centres undefined) | 4
CC1c2cccn2CCN1C(=O)CN(CC1CCCO1)C(=O)OC(C)(C)C (centres undefined) | 0
CC(C)C(=O)NC1CCN(CCc2ccc3ccccc3c2)CC1 | 10
CC(C)c1cc(C(=O)Nc2ccc(N(C)C)nc2)nn1C(C)(C)C | -7
CCCn1c(=O)c2c(nc3n(-c4ccc(O)cc4)c(C)cn23)n(C)c1=O | -9
Cc1nccn1-c1ccc(CNC(=O)c2cc(Cl)c[nH]2)cc1F | 6
CCOc1coc(C(=O)NCCc2ccc(Cl)cc2)cc1=O | -11
CC=CCSc1nc2c(c(=O)n(C)c(=O)n2C)n1Cc1ccccc1 | -2
CC1CCN(Cc2nnnn2CCCC(=O)N(C)CCC(O)c2ccccc2)CC1 (centres undefined) | -2
CC(C)(Oc1ccc2c(c1)CCC2)C(=O)N1CCOC2(CNCCOC2)C1 (centres undefined) | -22
O=C(O)c1csc(CSc2nnc(-c3ccco3)n2-c2ccc(Cl)c(Cl)c2)n1 | 1
COc1ccc(/C=C2N=C(/C=C/c3ccccc3)OC\2=O)c(OC)c1OC | -1
CCCCCNC(=O)c1c(C(F)(F)F)nn(C2CCCN(C)C2)c1C (centres undefined) | -3
CC(c1ccccc1)N(Cc1cc(N)ccc1N(C)C)C(=O)CC(C)(C)C (centres undefined) | -6
CCn1c(C2CCCN(C(=O)/C=C/c3cnn(C)c3)C2)n[nH]c1=O (centres undefined) | -11
CCOC(=O)N1CCc2c(sc(NC(C)=O)c2-c2nc3ccccc3s2)C1 | -7
O=C(c1ccccc1)N1N=C(C(F)(F)F)CC1(O)C(F)(F)F (centres undefined) | -32
CC1=NN(Cc2ccc(Cl)c(Cl)c2)c2nc3c(c(=O)n(C)c(=O)n3C)n2C1 | 4
Cc1cc(CSC(C)C(=O)NC2CCCCC2)no1 (centres undefined) | -4
CC1(C)CC(O)C(C)(C)c2ccccc21 (centres undefined) | -9
CCC1NC(=O)c2ccccc2N1c1cccc(Cl)c1 (centres undefined) | -27
S=c1n(CN2CCOCC2)nc(Cc2cccs2)n1C1CCCCC1 | -10
N#CC1CCN(C(=O)Nc2ccc(OCC3CCCCC3)cc2)CC1 | -7
COc1ccc(C(=O)CCNc2ccc3c(c2)OC(C)C(=O)N3)cc1OC (centres undefined) | -13
COc1cccc(C(=O)N2CCCC(c3nnc4ccc(C(F)(F)F)cn34)C2)c1O (centres undefined) | -9
Cc1ccoc1C(=O)NCCN1C(=O)S/C(=C/c2ccccc2Cl)C1=O | 11
CCOc1cc(C(=O)N2CCOC(COCc3ccccc3F)C2)ccc1OC (centres undefined) | -6
Cc1cc(C)c2oc(-c3ccc(C)c(NC(=O)c4ccc(F)cc4)c3)nc2c1 | 2
CCc1ncc(CN2CCC(C(=O)Nc3cccc(-c4cccc(F)c4)c3)CC2)cn1 | 1
CCc1nc(C(=O)Nc2nc(C#N)c(C#N)[nH]2)nn1-c1ccccc1Cl | 11
CCOC(=O)N1CCN(C(=O)CN(c2cccc(F)c2)S(C)(=O)=O)CC1 | -8
CCS(=O)(=O)N1CCC(C(=O)Nc2cc(Cl)ccc2Oc2ccc(Cl)cc2)CC1 | -4
Cc1cccc(NC(=O)CCC2CCN(C(=O)Cc3cccnc3)CC2)c1 | -3
Cc1ccc(C)c(CNc2cccc(C(=O)N3CCC(O)CC3)c2)c1 | -9
COc1cc2c(cc1OC)CC1(CCCC1)N=C2 | -23
CCOC(=O)C1(C)CCCN1C(=O)c1ccc(F)c(Cl)c1 (centres undefined) | 7
CN(Cc1ccc(Cl)cc1)Cn1nc(C2CCS(=O)(=O)C2)oc1=S (centres undefined) | -11
O=C(NCc1ccc(C(=O)N2CCCCC2)cc1)c1ccccc1F | -9
CCn1c(C2CCN(C(=O)Cc3sc(C)nc3C)CC2)nn(C)c1=O | -9
CC(C)N(Cc1nccn1C)C1CCCNC1 (centres undefined) | -9
Cc1ccc(Nc2ncnc3c2nnn3C)cc1C | -9
CC(NS(=O)(=O)N1CCOCC1)c1ccc(C(F)(F)F)cc1 (centres undefined) | 2
CCCN(Cc1c(C)nn(-c2ccccc2)c1Oc1ccc(C)cc1)CC(O)COc1ccccc1 (centres undefined) | -4
O=C(NN=Cc1c[nH]c2ccccc12)c1ccc([N+](=O)[O-])cc1 | -7
CC(=O)N(c1ccccc1)c1nc(C=C2N=C(c3ccccc3Cl)OC2=O)cs1 | -1
O=C(c1ccc(O)cc1)C1CCN(C(=O)Nc2ccc(F)cc2)CC1 | -4
Cc1sc2nc(CNCc3cn(CCC(N)=O)c4ccccc34)cn2c1C | -10
COCCn1cc(NC(=O)NCCc2cccc(OC)c2)c2ccccc21 | -6
CCOC(=O)Cn1ncc2ccc(NC(=O)NCC(O)c3ccc(F)c(F)c3)cc21 (centres undefined) | -4
CC(=O)NC1CCN(c2ccccc2C(=O)N2CCN(c3ccccc3C)CC2)CC1 | -6
C/C(CC1CC(C)(C)OC1=O)=N/Nc1nc(-c2ccccc2)cs1 (centres undefined) | -12
Cc1ccc(NC(=O)CSC(F)(F)F)c2[nH]ncc12 | -6

Further records:
SMILES | mcGAS RapidFire
Cc1ccc(F)cc1S(=O)(=O)NCC(C)(C)NS(C)(=O)=O | -8
COc1cc(C2CC2(C#N)C(=O)N2CCOCC2)ccc1OCc1ccc(F)cc1 (centres undefined) | -7
Cc1ccc(CNC(=O)Nc2ccn(Cc3cccnc3)n2)c(C)c1 | 3
CC1CN(CCCS(C)(=O)=O)CCN1c1ccc2nncn2n1 (centres undefined) | -7
Cc1cc(=O)n(Cc2ccc(Cl)cc2)c(SCC(N)=O)c1C#N | 13
CCCN(CC(=O)Nc1ccc(Cl)cc1Cl)C(=O)c1ccc2c(c1)OCCCO2 | -7
CCCOc1ccc(CSc2nncn2N)cc1 | 4
CCCc1ccc(-c2ccc(NC(=O)C3COCCO3)cc2)cc1 (centres undefined) | -11
CC(=O)N1CCC(C(=O)NCc2cccnc2N(C)C2CCCCC2)CC1 | -6
Cc1ccc(-c2cc(C)n3nc(N4CCOCC4)c(C#N)c3n2)cc1 | 0
Cc1ccc(NS(=O)(=O)c2c(C)c(C)c(C)c(C)c2C)c(C)c1O | -2
CCOc1ccccc1N1CCN(C(=O)c2nccnc2N)CC1 | -11

6 of the entries above in order of their number in mcGAS RapidFire, falling.
SMILES | mcGAS RapidFire
O=C(Nc1cccc2c1CCCC2)N1CCN(C(=O)C2CCS(=O)(=O)C2)CC1 (centres undefined) | 27
Cc1cc(C)c2oc(-c3ccc(C)c(NC(=O)c4ccc(F)cc4)c3)nc2c1 | 2
O=C(COC(=O)C=Cc1ccc2c(c1)OCO2)NC1CCCCC1 | -4
O=C(OCc1ccccc1F)c1ccc(Cl)c(S(=O)(=O)N2CCCCC2)c1 | -5
CCOc1ccc(NS(=O)(=O)c2ccc(S(C)(=O)=O)cc2)cc1OCC | -7
CCn1c(C2CCCN(C(=O)/C=C/c3cnn(C)c3)C2)n[nH]c1=O (centres undefined) | -11

The listing continues.
SMILES | mcGAS RapidFire
OCC(O)C(O)C(O)CO (centres undefined) | -5
O=C(CCCN1C(=O)c2cccc3cccc(c23)C1=O)NCCc1ccccc1 | -4
Cc1cnccc1N1CCCN(Cc2ccc(C#CC(C)(C)O)cc2)CC1 | 11
Cc1ccc(-c2ccc(=O)n(CCCNS(C)(=O)=O)n2)cc1 | 4
